# High-throughput results as filed in PubChem.
# tim10-1 inh: growth inhibitors of tim10-1 mutant yeast, primary screen, luminescence, uHTS; S. cerevisiae tim10-1 ts strain growth, BacTiter-Glo, 24 h; inhibition, % at 20 µM; 330,000 compounds, 2.2% hits; AID 463190, 2010;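 active means inhibition of at least 40%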;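 further: mutant grown at 25 °C; 0% = DMSO wells with yeast and 100% = wells holding no yeast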
# Mdm2-MdmX inh: inhibitors of human Mdm2-MdmX association, primary screen, cell-based, luminescence, split luciferase, SaOS-2, uHTS | SaOS-2 split-luciferase Mdm2/MdmX complementation | inhibition, % at 8 µM | 330,000 compounds, 3% hits | AID 485346, 2010;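 active means inhibition of at least 50% at 8 µM in the primary screen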
# Target sequence (O15151 whole entry, looked up): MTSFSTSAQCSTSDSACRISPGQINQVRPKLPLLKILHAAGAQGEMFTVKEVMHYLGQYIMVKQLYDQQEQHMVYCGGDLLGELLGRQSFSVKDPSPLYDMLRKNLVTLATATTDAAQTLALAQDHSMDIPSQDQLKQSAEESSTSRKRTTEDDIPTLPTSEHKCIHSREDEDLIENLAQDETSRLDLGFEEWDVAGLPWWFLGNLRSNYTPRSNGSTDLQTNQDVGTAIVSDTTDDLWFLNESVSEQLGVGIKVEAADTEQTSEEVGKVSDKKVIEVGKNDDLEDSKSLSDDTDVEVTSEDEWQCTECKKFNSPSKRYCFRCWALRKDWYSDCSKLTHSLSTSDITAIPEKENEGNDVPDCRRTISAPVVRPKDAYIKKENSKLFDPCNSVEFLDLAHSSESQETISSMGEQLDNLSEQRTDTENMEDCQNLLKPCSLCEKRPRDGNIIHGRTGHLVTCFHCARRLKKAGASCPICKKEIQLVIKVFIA
# Target sequence (Q00987 whole entry, looked up): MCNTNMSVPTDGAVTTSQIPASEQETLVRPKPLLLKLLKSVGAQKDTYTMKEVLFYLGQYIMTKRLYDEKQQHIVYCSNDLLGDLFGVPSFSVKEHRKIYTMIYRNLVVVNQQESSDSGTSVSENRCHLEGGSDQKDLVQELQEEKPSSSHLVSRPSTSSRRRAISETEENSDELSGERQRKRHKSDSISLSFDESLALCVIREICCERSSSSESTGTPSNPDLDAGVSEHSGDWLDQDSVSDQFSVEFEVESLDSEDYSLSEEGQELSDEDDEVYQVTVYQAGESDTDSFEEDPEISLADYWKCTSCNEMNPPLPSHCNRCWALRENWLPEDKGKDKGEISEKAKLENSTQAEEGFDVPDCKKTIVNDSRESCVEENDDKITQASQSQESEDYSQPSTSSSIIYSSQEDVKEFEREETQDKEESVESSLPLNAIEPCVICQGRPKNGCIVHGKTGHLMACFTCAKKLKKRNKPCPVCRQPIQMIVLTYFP
# UPR XBP1 act: activators of adaptive XBP1 UPR arm, primary screen, cell-based, CHO-XBP1 luciferase reporter, luminescence, uHTS; IRE1-XBP1 UPR activation; percent of tunicamycin response, DMSO as zero; 330,000 compounds, 0.33% hits; activation, % at 20 µM;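 active means versus positive control, 20 µM dose yields 30% or more activation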;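 further: 100% = tunicamycin at 10 µg/mL and 0% = DMSO only wells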
#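 Signal: luciferase luminescence; Assay system: CHO-XBP1 luciferase reporter cells; Amount: one thousand reporter cells per well; Dosing: 20 µM single concentration, DMSO 1%; Benchmarks: high control tunicamycin 10 µg/mL final, low control DMSO vehicle only; Schedule: 6 h compound exposure at 37 °C, 5% CO2; Evaluation: percent activation relative to tunicamycin reference.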
# CXCR6 inh: CXCR6 receptor inhibitors, primary screen, cell-based, beta-arrestin, luminescence, CHO-K1 PathHunter, 1536-well | AID 602244, 2012 | 360,000 compounds, 0.36% hits | inhibition, % at 20 µM | C-X-C chemokine receptor type 6 (Homo sapiens), O00574; in the data active means inhibition above about 34%, passing the limit was not always enough;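 further: antagonist mode with CXCL16 agonist at 10 nM final; 0% = 10 nM CXCL16 with DMSO and 100% = unstimulated wells without agonist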
# APJ ag: agonists of human apelin receptor APJ, primary screen, CHO-K1 cells, PathHunter beta-arrestin, luminescence. 0% DMSO wells, 100% apelin. P35414. activation, % at 20 µM. AID 2520, 2010. 330,000 compounds, 0.11% hits;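 active means activation more than six SD over the plate average, tested at 20 µM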;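 further: 0% = DMSO alone and 100% = apelin-13 at 10 nM; some results filed as inactive read as strong as hits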
#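 Assay system: CHO-K1 APJ beta-arrestin complementation cell line / Compound: single test compound dose, 20 µM final, 1% DMSO / Times: overnight seeding, 90 min compound at 25 °C, 1 h detection / Technique: beta-gal luminescence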
# APJ antag: antagonists of human apelin receptor APJ, primary screen, CHO-K1 cells, beta-arrestin complementation, luminescence | 330,000 compounds, 0.32% hits | AID 2521, 2010 | inhibition, % at 20 µM | P35414;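 active means inhibition above about 40% at 20 µM, limit read from the data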;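 further: cells challenged with 10 nM apelin-13 agonist together with compound; plate controls were apelin-13 plus DMSO wells for no effect and DMSO wells lacking apelin-13 for full effect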
# tim23-1 inh: growth inhibitors of tim23-1 mutant yeast, primary screen, luminescence, uHTS. S. cerevisiae tim23-1 growth, BacTiter-Glo luminescence, 24 h. inhibition, % at 20 µM. 330,000 compounds, 1.3% hits. AID 463212, 2010;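 active means growth inhibition of the mutant yeast at or above 50%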;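 further: temperature-sensitive mutant grown at 25 °C; plate controls were DMSO-treated mutant yeast for no effect and medium wells lacking yeast for full effect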
# TIM10 inh: growth inhibitors of isogenic TIM10 control yeast, primary screen, counter-screen for tim10-1 yeast inhibitor project, luminescence, uHTS. S. cerevisiae TIM10 strain growth, BacTiter-Glo luminescence, 24 h. inhibition, % at 10 µM. 330,000 compounds, 1.4% hits. AID 463195, 2010;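 active means inhibition of 40% or more at the single tested concentration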;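 further: wild-type TIM10 isogenic control strain grown at permissive 25 °C; 0% = DMSO yeast wells and 100% = minimal medium wells without yeast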
# CHOP UPR activ: activators of apoptotic CHOP UPR arm, primary screen, cell-based, CHO-CHOP luciferase reporter, luminescence, uHTS. UPR activation; percent of tunicamycin response over DMSO baseline. 330,000 compounds, 0.34% hits. activation, % at 10 µM;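 active means at 10 µM dose, activation of 40% or more, normalized to positive control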;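 further: 100% = tunicamycin at 10 µg/mL and 0% = DMSO alone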
#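 Material: CHO-CHOP cells, stable luciferase reporter of PERK-eIF2a-CHOP signalling; quantity: 500 reporter cells seeded per well; buffer or medium: F12 medium containing 10% fetal bovine serum; compound: one dose, 10 µM in 0.5% DMSO; incubation: 6 h compound treatment, 37 °C; measured by: Steady-Glo luciferase luminescence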
# An asterisk follows results filed as active; nt = no result given. The list is partial; rates above refer to the full screens.
SMILES,tim10-1 inh,Mdm2-MdmX inh,UPR XBP1 act,CXCR6 inh,APJ ag,APJ antag,tim23-1 inh,TIM10 inh,CHOP UPR activ
CCN(CC)S(=O)(=O)c1ccc(C)c(NC(=O)Cn2cnc3cc([N+](=O)[O-])ccc3c2=O)c1,16,-6,-5,-2,12,-40,19,10,1.2
O=C1NN(c2ccccc2)C(=O)/C1=C\c1cccc(OC(=O)c2cccs2)c1,-14,10,6,31,-1,17,20,-32,24
Cc1ccc(O)c(-n2nc3ccccc3n2)c1,21,-33,-3,-10,-3,17,16,9,2.2
O=C(/C=C/c1ccc([N+](=O)[O-])cc1)NCc1cccs1,10,2,4,2,1,-2,12,-12,2.4
CCN(CC)S(=O)(=O)c1ccc(N2CCOCC2)c(NC(=O)COc2ccc(C#N)cc2)c1,14,0,-1,4,-4,-5,9,-1,0.2
O=C(Nc1c(-c2ccccc2)nc2ccccn12)c1ccccc1,14,-12,-4,9,-5,-6,3,-8,0.7
Cc1cc(C)c2c(=O)n(CC(=O)N3CCC(Cc4ccccc4)CC3)sc2n1,-69,12,-3,nt,6,-6,20,10,41*
O=C(Nc1nnc(S(=O)(=O)Cc2ccc(F)cc2)s1)c1ccccc1F,21,2,-4,2,4,6,24,20,-0.5
CCC(=O)Oc1ccc2oc(=O)cc(C)c2c1,5,-21,1,-3,1,6,14,6,1.1
CC(C)C(O)(C#CCN1CCCCC1)C(C)C,10,-20,-2,-4,2,-16,10,-20,0.5
CCOC(=O)N1CCN(C(=O)CN2C(=O)COc3ccc(S(=O)(=O)N4CCOCC4)cc32)CC1,-11,8,-8,-5,5,16,11,3,-1.7
CCN(CC)S(=O)(=O)c1cc(NC(=O)CN2C(=O)NC3(CCCc4ccccc43)C2=O)ccc1C (stereo not given),13,15,1,8,-2,11,17,3,-1.8
O=C(/C=C/c1ccccc1)N1CCN(S(=O)(=O)c2ccc(F)cc2)CC1,15,16,-2,4,-1,5,17,-5,-0.9
CN(C(=O)COC(=O)c1ccc(=O)n(Cc2ccccc2)n1)C1CCS(=O)(=O)C1 (stereo not given),-6,15,-2,-1,-4,17,-8,5,0.0
O=C(Nc1nnc(CCN2CCCCC2)s1)c1ccccc1,-5,-13,-2,0,-4,2,16,-5,2.8
O=C(NCCN1CCCCC1)c1ccc(=O)oc1,-12,10,-2,1,-3,3,1,5,-3.9
Cc1ccc(S(=O)(=O)N/N=C\c2cccnc2)cc1,-11,8,2,5,0,1,11,-4,0.3
CCOc1ccc(C(=O)NCc2ccccn2)cc1,5,-8,4,1,1,-9,11,6,0.6
CCCn1c(-c2cc(OC)c(OC)c(OC)c2)nc2nc3ccccc3nc21,35,18,2,-5,0,6,40,18,0.2
CC(C)C(NC(=O)OCc1ccccc1)C(=O)NC(Cc1ccc(O)cc1)C(=O)O (stereo not given),0,-24,-7,-4,-4,-6,8,10,0.8
C/C(=N\NS(=O)(=O)c1ccc(C)c([N+](=O)[O-])c1)c1ccc2c(c1)OCO2,21,-23,-2,2,1,-9,7,5,-0.5
COc1ccccc1CNC(=O)C1CCN(S(=O)(=O)c2c(C)noc2C)CC1,7,1,-1,-6,2,17,14,11,0.2
NC(=O)CNC(=O)[C@@H]1CC2(CC(c3ccc(Cl)cc3)=NO2)CN1C(=O)c1ccc(Br)cc1 (stereo not given in full),-27,9,1,-8,5,-24,0,-7,-0.7
CCOC(=O)C1CCN(C(=O)Cn2c(=O)c3cccn3c3cccnc32)CC1,19,-5,2,0,6,3,13,9,2.3
CCCCn1c(N)c(N(CC(C)C)C(=O)CCCn2c(=O)oc3ccccc32)c(=O)[nH]c1=O,3,15,-2,-5,-2,6,19,6,0.3
COc1ccc(C(OC(=O)c2c(C)noc2C)C(=O)NC2CCCC2)cc1 (stereo not given),25,-4,0,4,-6,13,10,25,1.2
CCOC(=O)c1sc2ncn(CC(=O)NCC3CCCO3)c(=O)c2c1C (stereo not given),1,5,-2,-2,2,12,12,-3,-1.2
Cc1ccccc1Nc1nn2c(=O)c3ccccc3nc2s1,12,-41,7,9,-5,-3,-1,18,-0.5
O=C(CNc1n[nH]c(=O)[nH]c1=O)N/N=C/C1CC=CCC1 (stereo not given),7,19,-2,-1,0,13,-2,-15,-1.4
CCOC(=O)c1ccc(NC(=O)COc2ccc(S(=O)(=O)NC(C)(C)C)cc2)cc1,4,10,-4,4,-3,6,-5,0,-0.7
Cc1ccc2cc(C#N)c(SCc3nnc(-c4ccccc4[N+](=O)[O-])o3)nc2c1,12,87*,3,-9,-2,-32,6,-16,6.2
Cc1nc2cc(C(F)(F)F)ccc2n1CCNc1nc(-c2cc(Cl)c(N)c(Cl)c2)cs1,21,27,0,-7,-3,4,-7,3,-1.3
COc1ccc(C2CC(c3ccccc3C(F)(F)F)=NN2c2ccc(S(N)(=O)=O)cc2)cc1 (stereo not given),30,67*,1,4,nt,nt,49,4,3.7
Cc1c(-c2cc[n+]([O-])cc2)oc2ccc(Br)cc2c1=O,12,1,-1,nt,-3,12,4,1,1.6
COCc1cc(=O)[nH]c(Nc2nc3ccc(C)cc3o2)n1,12,78*,-5,46*,-9,52*,13,2,31
O=C(O)c1ccc2c(c1)C(=O)N(CCC1=CCCCC1)C2=O,-15,-4,-2,-1,-4,-13,12,-1,-0.5
O=[N+]([O-])c1cc(Br)c2nsnc2c1N1CCOCC1,-12,21,-2,-2,-4,3,42,-30,0.7
Cn1c(CCN2CCCCC2)nc2cc([N+](=O)[O-])ccc21,8,13,-5,2,0,-8,-2,2,-0.9
O=[N+]([O-])c1cccc(-c2ccc(SCc3cccnc3)nn2)c1,37,-3,-1,0,1,-4,5,26,4.6
CCOC(=O)CC1NC(=O)c2ccccc21 (stereo not given),5,-18,0,-3,3,12,6,3,1.7
CCN(CC)c1cc(C)c(C#N)c2nc3ccccc3n12,18,14,14,6,2,9,28,24,0.7
CC1CC(=O)N(CC(=O)NCc2ccc3c(c2)OCO3)c2ccccc2S1 (stereo not given),27,9,-3,2,-4,5,19,24,-0.8
O=C(N1CCN(c2ccccc2)CC1)C(F)(F)C(F)(F)F,18,-2,-1,-1,-4,-15,2,-7,0.9
Cc1cc(S(=O)(=O)N2CCOCC2)ccc1OCC(=O)Nc1cccc(F)c1,-50,8,0,0,-1,-13,14,-9,-1.5
Cc1cccc(CCNC(=O)C2CCCN(c3ncnc4c3nc3n4CCCCC3)C2)c1 (stereo not given),36,14,-2,-4,-2,13,29,28,3.7
CCC(=O)c1ccc(OC(C)C(=O)NC2(C#N)CCCCC2)cc1 (stereo not given),18,-8,6,-5,-2,9,18,12,0.9
CCc1cccc(CC)c1NC(=O)CN1CC(C)SC1=NC1CCCCC1 (stereo not given),0,42,-1,-1,-3,5,7,-1,-2.6
Cc1ccc(-c2csc3ncnc(-n4nnc5ccccc54)c23)cc1C,42*,15,0,5,0,6,38,25,2.6
CCOCCCN(CC(=O)NC1CCCC1)C(=O)C(=O)Nc1ccc2c(c1)OCCO2,21,8,-1,0,1,9,16,-10,1.2
Cc1cc(S(=O)(=O)NC2CCCCC2)ccc1OCC(=O)NCc1ccccn1,18,0,-3,2,0,5,18,14,-0.3
# Further structures
SMILES,tim10-1 inh,Mdm2-MdmX inh,UPR XBP1 act,CXCR6 inh,APJ ag,APJ antag,tim23-1 inh,TIM10 inh,CHOP UPR activ
O=C(COc1ccccc1-c1ccccc1)Nc1ccc(S(=O)(=O)NCc2ccco2)cc1,6,13,2,4,3,-8,16,19,-0.2
O=C(N/C(=C/c1cccc([N+](=O)[O-])c1)C(=O)N1CCCCC1)c1ccco1,9,13,-2,5,10,20,13,12,-0.2
Cc1cc(C)nc(N/N=C/c2cn[nH]c2-c2ccc(F)cc2)n1,6,22,-3,-9,1,-2,8,6,1.8
COc1cccc(-c2nn(C)c3sc(C(=O)NCCCN(C)Cc4ccccc4)cc23)c1,20,19,-3,-2,4,-6,11,11,1.5
COc1ccccc1C(=O)Nc1sc2c(c1C(=O)NCc1ccco1)CCCC2,9,14,0,12,-3,-7,-2,7,2.7
CN(C(=O)CSc1nnc(-c2c[nH]c3ccccc23)o1)C1CCS(=O)(=O)C1 (stereo not given),6,1,0,4,0,4,11,12,0.2
O=C(CN(C(=O)CNC(=O)c1cccs1)c1ccc2c(c1)OCCO2)NC1CCCC1,-1,12,-2,-5,-4,6,-2,-28,-1.5
Cc1ccc(C(=O)Nc2cnc3ccccc3c2)cc1,10,82*,-6,4,3,-20,-4,24,-9.7
COc1ccc(NC(=O)CN(C)S(=O)(=O)c2ccc(Cl)cc2)cc1Cl,14,-14,-1,-5,0,18,13,9,1.4
CC(=O)NC12CC3CC(C1)CC(C(=O)Nc1nc4ccc(S(C)(=O)=O)cc4s1)(C3)C2,7,11,-3,2,-4,7,14,5,0.0
N#Cc1ccc(NC(=O)Cn2cnc(S(=O)(=O)N3CCc4ccccc43)c2)cc1,3,27,-3,-16,-1,-17,-5,5,2.2
C#CCOCCOCCOCCNc1nc(N2CCOCC2)nc(N2CCN(C(=O)[C@H]([C@@H](C)O)n3cc(CCCCN)nn3)CC2)n1,-8,-9,2,3,5,-15,-4,0,1.1
O=C(NCC1CCCO1)NC1CCCCC1 (stereo not given),7,7,-2,2,-1,16,-5,-8,10
C=C(C)c1cccc(C(C)(C)NC(=O)N2CCCCC2CC)c1 (stereo not given),25,5,0,-3,2,9,8,14,-1.2
COc1ccc(CNC(=O)c2sc3nc4c(c(C(F)(F)F)c3c2N)CCC4)cc1,30,10,1,nt,-3,6,39,30,1.7
CCC(C)NC(=O)C(Cc1ccccc1)NS(=O)(=O)c1cccc2nsnc12 (stereo not given),20,4,2,-2,6,-5,23,0,0.4

# An excerpt of these results, with bars between the fields.
mol | tim10-1 inh | Mdm2-MdmX inh | UPR XBP1 act | CXCR6 inh | APJ ag | APJ antag | tim23-1 inh | TIM10 inh | CHOP UPR activ
O=C(O)c1ccc2c(c1)C(=O)N(CCC1=CCCCC1)C2=O | -15 | -4 | -2 | -1 | -4 | -13 | 12 | -1 | -0.5
O=[N+]([O-])c1cc(Br)c2nsnc2c1N1CCOCC1 | -12 | 21 | -2 | -2 | -4 | 3 | 42 | -30 | 0.7
Cn1c(CCN2CCCCC2)nc2cc([N+](=O)[O-])ccc21 | 8 | 13 | -5 | 2 | 0 | -8 | -2 | 2 | -0.9
O=[N+]([O-])c1cccc(-c2ccc(SCc3cccnc3)nn2)c1 | 37 | -3 | -1 | 0 | 1 | -4 | 5 | 26 | 4.6
CCOC(=O)CC1NC(=O)c2ccccc21 (stereo not given) | 5 | -18 | 0 | -3 | 3 | 12 | 6 | 3 | 1.7
